Screening data: PubChem BioAssay, National Center for Advancing Translational Sciences (NCATS)
HBB splice mod: modulators of hemoglobin beta chain splicing. HBB splicing reporter cell assay, activation; EGFP reporter with mutant IVS2-654 intron; response scale: normalised to 500 nM splice-correcting PNA. Potency, µM (top dose mostly 46.1 µM), inactives show at the top dose activation, actives largely listed as activators. 0.06% of 65,000 active. AID 925; further: 0% is about no effect
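Compounds were applied for 2 days to HeLa EGFP-654 cells, 500/well in Optimem with 2% FCS. The reporter's EGFP is disrupted by mis-splicing of beta-globin intron IVS2-654. Readout: summed well GFP fluorescence from 488 nm laser scanning; reference was 500 nM antisense […] 654 PNA.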
15-hLO inh: blocks human 15-lipoxygenase activity | P16050 | 1.4% of 74,000 active | AID 887 | purified 15hLO-1, xylenol orange hydroperoxide absorbance | Potency, µM (highest dose often 57.1 µM), inactives show at the top dose activity change, negative = inhibition, hits mostly inhibitors; further: on the % scale 0 is the no-effect control and ±100 the full control effect; nearly all actives have a fitted effect of over 55% in size
Target sequence (P16050 whole entry, looked up): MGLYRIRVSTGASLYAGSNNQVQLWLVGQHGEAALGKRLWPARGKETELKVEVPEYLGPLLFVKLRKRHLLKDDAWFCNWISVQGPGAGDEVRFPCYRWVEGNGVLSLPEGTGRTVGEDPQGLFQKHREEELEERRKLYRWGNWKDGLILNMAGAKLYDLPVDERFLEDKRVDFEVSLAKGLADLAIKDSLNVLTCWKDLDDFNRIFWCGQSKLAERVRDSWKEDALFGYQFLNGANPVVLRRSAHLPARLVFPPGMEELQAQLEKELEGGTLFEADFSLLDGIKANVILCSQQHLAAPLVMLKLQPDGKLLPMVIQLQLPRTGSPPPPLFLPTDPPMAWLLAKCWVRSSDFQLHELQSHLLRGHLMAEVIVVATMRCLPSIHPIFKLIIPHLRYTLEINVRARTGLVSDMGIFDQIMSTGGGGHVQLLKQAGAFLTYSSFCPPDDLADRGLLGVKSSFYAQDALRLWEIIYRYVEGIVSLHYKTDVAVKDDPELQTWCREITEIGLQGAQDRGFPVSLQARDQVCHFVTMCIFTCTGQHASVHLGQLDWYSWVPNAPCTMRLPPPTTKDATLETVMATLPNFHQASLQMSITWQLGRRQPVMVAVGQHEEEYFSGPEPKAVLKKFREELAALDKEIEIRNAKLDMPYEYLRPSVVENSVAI
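Compounds were preincubated 15 min at room temperature with 40 nM purified human enzyme (25 mM Hepes pH 7.5, 0.01% Triton X-100); 50 uM arachidonic acid reacted 6 min. Fe-xylenol orange detection, 30 min, absorbance ratio 573/405 nm.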
HADH2 inh: blocks human hydroxyacyl-CoA dehydrogenase type II. Q99714. recombinant HADH2, NADH fluorescence, beta-hydroxybutyryl-CoA. Potency, µM (series often up to 57.1 µM), for inactives: top-dose activity change, negative = inhibition, actives largely listed as inhibitors. 3.4% of 73,000 active. AID 886; further: on the % scale 0 is the no-effect control and ±100 the full control effect; nearly all actives have a fitted effect of over 60% in size; many of its hits are not listed in these tables
Target sequence (Q99714 whole entry, looked up, one chain of several): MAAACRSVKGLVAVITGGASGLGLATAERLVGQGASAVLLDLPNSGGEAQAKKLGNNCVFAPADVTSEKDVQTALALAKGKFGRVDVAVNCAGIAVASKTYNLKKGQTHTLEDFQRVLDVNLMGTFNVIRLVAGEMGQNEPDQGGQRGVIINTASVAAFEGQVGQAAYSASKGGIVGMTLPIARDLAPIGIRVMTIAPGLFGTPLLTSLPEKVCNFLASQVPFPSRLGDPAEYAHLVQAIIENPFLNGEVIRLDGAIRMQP
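Read-out: 360 nm excitation, 450 nm emission, kinetic over 4 min. Conditions: His-tagged human HADH2 20 nM, pH 9.0 Tris with Tween-20, 1 mM NAD+, 90 uM beta-hydroxybutyryl-CoA.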
ERK AVP block: vasopressin-driven ERK pathway inhibition. HEK293-V1b, vasopressin-stimulated pERK AlphaScreen. Potency, µM (top dose mostly 57.5 µM), for the others: at the highest dose activity, negative = inhibition, usual class: inhibitors. 0.99% of 72,000 active; further: on the % scale 0 is the no-effect control and ±100 the full control effect; nearly all actives have a fitted effect of over 55% in size
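qHTS, compounds titrated on V1b-expressing HEK293 cells. Preincubation 30 min at 37C, vasopressin 25 nM for 5 min, lysis 10 min, bead incubation 5 hr at room temperature.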
* hit, by the source's call; ? = inconclusive; & = joins results of further samples; ! = a repeat was not active; [ ] = dose if it differs, or a comment. The call rests on the fitted dose curve; in most records, active means well fitted curve in the direction sought with a large enough effect; inconclusive means small, poorly fitted or top-dose-only effect, or another doubt; inactive means no such curve, though single readings can be large; an effect the other way counts as inactive or inconclusive. Potency means the concentration at half of the fitted maximal effect.

[1] CC(=O)N(OCc1ccccc1)[C@@H]1c2cc(C#N)ccc2OC(C)(C)[C@H]1O
[2] COC(=O)C1=C(C)N(Cc2ccccc2)C2=C3C(=O)N(c4ccccc4)C(=O)C3[C@@](O)(C(=O)OC)C(=O)N2C1c1ccccc1 (some centres undefined)
[3] CN1c2cc3c(cc2N=C(c2ccc(C(=O)O)cc2)c2ccccc21)C(C)(C)CCC3(C)C
[4] CC1CCC2C(=O)N3C(CCC(C)[C@H]3c3ccccc3Br)C(=O)N2C1c1ccccc1Br (some centres undefined)
[5] Cc1ccccc1OC1C=CC(C#Cc2ccc(Br)cc2)OC1CO (centres undefined)
[6] O=C(/C=N/O)NCCCCNC(=O)/C=N/O
[7] CN(C)c1cccc(OC2C=CC(C#Cc3ccccc3)OC2CO)c1 (centres undefined)
[8] COc1ccc(OC2C(O)COC2/C=C/c2ccccc2)cc1 (centres undefined)
[9] O=C(O)c1sccc1S(=O)(=O)Nc1ccc(Cl)cc1
[10] COC(=O)C1C(C)OC(=O)NC1c1ccccc1 (centres undefined)
screen / no. | 1 | 2 | 3 | 4 | 5 | 6 | 7 | 8 | 9 | 10
HBB splice mod | -0.7% | 0.3%&1.9%[9.22 µM] | -1.3% | 3.8%[9.22 µM] | 1.4%[9.22 µM] | 1.7%[9.22 µM] | -1.6%[9.22 µM] | 0.3%&1.2%[9.22 µM] | 0.5% | 0.2%[9.22 µM]
15-hLO inh | ? | 4.9%&5.0%[11.4 µM] | -23.4% | -3.0%[11.4 µM] | -12.3%[11.4 µM] | -5.6%[11.4 µM] | -0.9%[11.4 µM] | -6.7%&1.7%[11.4 µM] | 14.5% | 10.4%[11.4 µM]
HADH2 inh | 8.7% | 2.5%&10.1%[11.4 µM] | -6.2% | 2.8%[11.4 µM] | 6.9%[11.4 µM] | -10.9%[11.4 µM] | 3.3%[11.4 µM] | 11.0%&-0.5%[11.4 µM] | 0.7% | -3.5%[11.4 µM]
ERK AVP block | 18.4% | 5.8%&12.9%[11.5 µM] | ? | 15.6%[11.5 µM] | 1.6%[11.5 µM] | 14.0%[11.5 µM] | 2.9%[11.5 µM] | -11.5%&0.0%[11.5 µM] | 6.7% | 24.6%[11.5 µM]

Overlap with the part before: 2 compounds, followed by the next part.
[9] O=C(O)c1sccc1S(=O)(=O)Nc1ccc(Cl)cc1
[10] COC(=O)C1C(C)OC(=O)NC1c1ccccc1 (centres undefined)
[11] Cc1ccc([N+](=O)[O-])cc1S(=O)(=O)N(C)C
[12] COc1ccc(/C=C/C(=O)c2ccccc2O)cc1
[13] COCn1c2ccccc2c2nnc(C(=O)O)nc21
[14] CC12CC3OS(=O)OC3CC3C4C(C(OCc5ccccc5)C31)C42 (centres undefined)
[15] COC(=O)NC(CC(C)=O)c1cccc(F)c1 (centres undefined)
[16] CCCCCCC#Cc1cc(OC)c(OC)cc1C(N1CC(C)c2ccccc21)N1CC(C)c2ccccc21 (centres undefined)
[17] CN(C)c1nc(N)c(C(=O)Nc2cccnc2)nc1Cl
[18] CCC/C=C/C1C(=O)C2OC2C2(OCC(CC)(CC)CO2)C1CO (centres undefined)
[19] C=C(C)C(O)C(CC/C=C(\C)C(=O)OCC)OC (centres undefined)
[20] CCC(=O)[C@]12O[C@@]3(C4C(=O)OCCC41)N(CC)C(C)=C(C(=O)OC)C(c1ccccc1)N3C2=O (some centres undefined)
screen / no. | 9 | 10 | 11 | 12 | 13 | 14 | 15 | 16 | 17 | 18 | 19 | 20
HBB splice mod | 0.5% | 0.2%[9.22 µM] | -0.3% | 2.1%[9.22 µM] | 1.8%[9.22 µM] | 2.0%[9.22 µM] | 2.2%[9.22 µM] | 4.2%[9.22 µM] | -2.1% | 1.1%[9.22 µM] | 1.4%[9.22 µM] | 0.9%[9.22 µM]
15-hLO inh | 14.5% | 10.4%[11.4 µM] | 25.1µM*! | -1.7%[11.4 µM] | 8.6%[11.4 µM] | 10.7%[11.4 µM] | 9.4%[11.4 µM] | ? | ? | 3.4%[11.4 µM] | 2.3%[11.4 µM] | 15.7%[11.4 µM]
HADH2 inh | 0.7% | -3.5%[11.4 µM] | -4.2%&-17.2% | -9.1%[11.4 µM] | -8.3%[11.4 µM] | 5.9%[11.4 µM] | 6.8%[11.4 µM] | 5.5%[11.4 µM] | -7.7% | -6.2%[11.4 µM] | -0.2%[11.4 µM] | -2.0%[11.4 µM]
ERK AVP block | 6.7% | 24.6%[11.5 µM] | 0.2%&-6.3%&-4.5% | 11.5%[11.5 µM] | 11.4%[11.5 µM] | 1.2%[11.5 µM] | 17.3%[11.5 µM] | 43.7%[11.5 µM] | ? | -11.3%[11.5 µM] | 0.9%[11.5 µM] | -6.6%[11.5 µM]

A second format for 10 compounds above.
No. | SMILES | HBB splice mod | 15-hLO inh | HADH2 inh | ERK AVP block
8 | COc1ccc(OC2C(O)COC2/C=C/c2ccccc2)cc1 (centres undefined) | 0.3%&1.2%[9.22 µM] | -6.7%&1.7%[11.4 µM] | 11.0%&-0.5%[11.4 µM] | -11.5%&0.0%[11.5 µM]
9 | O=C(O)c1sccc1S(=O)(=O)Nc1ccc(Cl)cc1 | 0.5% | 14.5% | 0.7% | 6.7%
10 | COC(=O)C1C(C)OC(=O)NC1c1ccccc1 (centres undefined) | 0.2%[9.22 µM] | 10.4%[11.4 µM] | -3.5%[11.4 µM] | 24.6%[11.5 µM]
11 | Cc1ccc([N+](=O)[O-])cc1S(=O)(=O)N(C)C | -0.3% | 25.1µM*! | -4.2%&-17.2% | 0.2%&-6.3%&-4.5%
12 | COc1ccc(/C=C/C(=O)c2ccccc2O)cc1 | 2.1%[9.22 µM] | -1.7%[11.4 µM] | -9.1%[11.4 µM] | 11.5%[11.5 µM]
13 | COCn1c2ccccc2c2nnc(C(=O)O)nc21 | 1.8%[9.22 µM] | 8.6%[11.4 µM] | -8.3%[11.4 µM] | 11.4%[11.5 µM]
14 | CC12CC3OS(=O)OC3CC3C4C(C(OCc5ccccc5)C31)C42 (centres undefined) | 2.0%[9.22 µM] | 10.7%[11.4 µM] | 5.9%[11.4 µM] | 1.2%[11.5 µM]
15 | COC(=O)NC(CC(C)=O)c1cccc(F)c1 (centres undefined) | 2.2%[9.22 µM] | 9.4%[11.4 µM] | 6.8%[11.4 µM] | 17.3%[11.5 µM]
16 | CCCCCCC#Cc1cc(OC)c(OC)cc1C(N1CC(C)c2ccccc21)N1CC(C)c2ccccc21 (centres undefined) | 4.2%[9.22 µM] | ? | 5.5%[11.4 µM] | 43.7%[11.5 µM]
17 | CN(C)c1nc(N)c(C(=O)Nc2cccnc2)nc1Cl | -2.1% | ? | -7.7% | ?

(list continues)
[21] CC(=O)OCC1OC(C#Cc2ccc(Br)cc2)C=CC1OC(C)=O (centres undefined)
[22] CCCCCCC(=O)Cc1cc(OC)c(OC)cc1C=C(C(=O)OCC)C(=O)OCC
[23] C=CCOC(=O)C(C(C)=O)C(NC(=O)OC)c1cccs1 (centres undefined)
[24] COC(=O)NC(c1ccccc1)C(C(=O)OC)C(=O)OC (centres undefined)
[25] O=Cc1ccc(OC2C=CC(C#Cc3ccccc3)OC2CO)cc1 (centres undefined)
[26] Cc1cc(F)ccc1OC1C=CC(c2ccc3c(c2)OCO3)OC1CO (centres undefined)
[27] Cc1ccc(/C=C/C2=CC3(C)CC2(C)C(c2ccc(C)cc2)CC3=O)cc1 (centres undefined)
[28] OC(CN1CCNCC1)Cn1c2ccc(Br)cc2c2cc(Br)ccc21 (centres undefined)
[29] C=CCc1cccc(C2C(C)CCC3C(=O)N4C(Cc5c([nH]c6ccccc56)C4c4cc(OC)c(OC)c(OC)c4)C(=O)N32)c1 (centres undefined)
[30] COC(=O)NC(/C(C(=O)OC)=C(\C)NCc1ccccc1)c1ccc2ccccc2c1 (centres undefined)
screen / no. | 21 | 22 | 23 | 24 | 25 | 26 | 27 | 28 | 29 | 30
HBB splice mod | 1.3%[9.22 µM] | 1.0%[9.22 µM] | -0.3%[9.22 µM] | 0.4%[9.22 µM] | 1.1%[9.22 µM] | 0.9%[9.22 µM] | 3.2%[9.22 µM] | -0.7% | 4.5%[9.22 µM] | 3.7%[9.22 µM]
15-hLO inh | 4.3%[11.4 µM] | -4.7%[11.4 µM] | 12.9%[11.4 µM] | 8.0%[11.4 µM] | -24.4%[11.4 µM] | -10.2%[11.4 µM] | -9.6%[11.4 µM] | ? | 0.7%[11.4 µM] | ?
HADH2 inh | -16.4%[11.4 µM] | 12.2%[11.4 µM] | -0.2%[11.4 µM] | -1.9%[11.4 µM] | 5.6%[11.4 µM] | -9.6%[11.4 µM] | 18.1%[11.4 µM] | 23.7% | 4.2%[11.4 µM] | -16.7%[11.4 µM]
ERK AVP block | 24.1%[11.5 µM] | 1.9%[11.5 µM] | 9.6%[11.5 µM] | 15.5%[11.5 µM] | 22.8%[11.5 µM] | 4.4%[11.5 µM] | 20.4%[11.5 µM] | ? | 13.9%[11.5 µM] | 21.7%[11.5 µM]

[31] COC(=O)NC(/C(C(=O)OC)=C(\C)NCc1ccccc1)c1cccc(C)c1 (centres undefined)
[32] CCN(CC)CCCC(C)Nc1nc(C)cc(Nc2ccc3nc(C)cc(N)c3c2)n1 (centres undefined)
[33] COC1C(O)COC1/C=C/c1ccccc1 (centres undefined)
[34] COP(=O)(OC)OC(c1ccc(Cl)cc1)P(=O)(OC)OC (centres undefined)
[35] COC(=O)NC(CC(C)=O)c1ccc2c(c1)OCO2 (centres undefined)
[36] COC(=O)NC(c1ccco1)[C@]1(C(C)=O)CCCC1=O (some centres undefined)
[37] CCCCCCCC#Cc1ccccc1C(NC(=O)OC)C(C(=O)OC)C(=O)OC (centres undefined)
[38] O=C(O)/C=C/c1cccc(B(O)O)c1
[39] O=C(Nc1ccncc1)c1cc([N+](=O)[O-])ccc1Cl
screen / no. | 31 | 32 | 33 | 34 | 35 | 36 | 37 | 38 | 39
HBB splice mod | 0.8%[9.22 µM] | 0.4% | 0.4%[9.22 µM] | -0.7% | 2.4%[9.22 µM] | 2.1%[9.22 µM] | -0.8%[9.22 µM] | -0.2% | -0.4%
15-hLO inh | 0.0%[11.4 µM] | -25.4% | 1.4%[11.4 µM] | ? | 1.8%[11.4 µM] | 5.2%[11.4 µM] | 7.2%[11.4 µM] | 10.9% | ?
HADH2 inh | 18.8%[11.4 µM] | -1.0% | 10.8%[11.4 µM] | 4.6% | 4.6%[11.4 µM] | -8.5%[11.4 µM] | 12.5%[11.4 µM] | -5.6% | -10.7%
ERK AVP block | -1.7%[11.5 µM] | 1.1% | 0.7%[11.5 µM] | 2.4% | 20.9%[11.5 µM] | 14.7%[11.5 µM] | 13.2%[11.5 µM] | -4.1% | ?

Not all compounds are listed (hit frequency here may not be typical).
